# Screens deposited in PubChem BioAssay by several laboratories.
# NR2F2 inh: blocks human COUP-TFII nuclear receptor; HEK293T NGFI-A luciferase reporter, luminescence; inhibition, % at 8.6 µM; 0.7% of 370,000 active;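 active = inhibition above a per-plate cutoff, mean inhibition of test wells between control levels plus 3 SD, cut at about 38% in these data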;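 note: cells cotransfected with COUP-TFII expression vector driving the NGFI-A reporter; 0% = median of COUP-TF2 test wells and 100% = reporter-only cells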
# Target sequence (P24468 whole entry, looked up): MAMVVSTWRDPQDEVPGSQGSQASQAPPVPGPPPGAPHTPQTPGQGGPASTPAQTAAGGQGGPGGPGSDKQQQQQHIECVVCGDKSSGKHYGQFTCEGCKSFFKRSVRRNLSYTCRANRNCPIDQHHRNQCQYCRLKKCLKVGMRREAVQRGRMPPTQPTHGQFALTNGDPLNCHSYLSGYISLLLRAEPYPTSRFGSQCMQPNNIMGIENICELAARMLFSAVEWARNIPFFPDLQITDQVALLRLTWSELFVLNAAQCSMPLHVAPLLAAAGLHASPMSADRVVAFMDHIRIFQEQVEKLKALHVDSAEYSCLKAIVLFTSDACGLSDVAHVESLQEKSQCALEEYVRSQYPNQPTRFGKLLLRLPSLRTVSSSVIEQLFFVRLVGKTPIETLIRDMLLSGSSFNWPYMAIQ
# EBV LMP1 NFkB: Epstein-Barr LMP1 NF-kappaB reporter inhibition; LMP1-induced NF-kappaB luciferase reporter cells, luminescence; inhibition, % at 12.5 µM; 0.69% of 350,000 active; AID 504558; in the data active = inhibition above about 41%;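 note: 0% = neutral control wells and 100% = reference inhibitor control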
# TLR9-MyD88 block: TLR9-MyD88 interaction inhibition; Q9NR96+Q99836; CHO BLA complementation TLR9-MyD88, CCF4 FRET ratio; inhibition, % at 4.98 µM; 0.21% of 340,000 active;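 active = inhibition above the mean over all tested compounds plus 3 SD, cut at about 21% in these data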;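 note: 0% = DMSO only wells and 100% = clavulanate BLA inhibitor control wells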
# NOD2-RIPK2 inh: NOD2-RIPK2 protein interaction inhibition | O43353 | CHO BLA complementation NOD2-RIPK2, CCF4 ratio | inhibition, % at 4.98 µM | 0.38% of 360,000 active; in the data active = inhibition above about 21%;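 note: 0% = vehicle only and 100% = reference blocker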
# Target sequence (O43353 whole entry, looked up): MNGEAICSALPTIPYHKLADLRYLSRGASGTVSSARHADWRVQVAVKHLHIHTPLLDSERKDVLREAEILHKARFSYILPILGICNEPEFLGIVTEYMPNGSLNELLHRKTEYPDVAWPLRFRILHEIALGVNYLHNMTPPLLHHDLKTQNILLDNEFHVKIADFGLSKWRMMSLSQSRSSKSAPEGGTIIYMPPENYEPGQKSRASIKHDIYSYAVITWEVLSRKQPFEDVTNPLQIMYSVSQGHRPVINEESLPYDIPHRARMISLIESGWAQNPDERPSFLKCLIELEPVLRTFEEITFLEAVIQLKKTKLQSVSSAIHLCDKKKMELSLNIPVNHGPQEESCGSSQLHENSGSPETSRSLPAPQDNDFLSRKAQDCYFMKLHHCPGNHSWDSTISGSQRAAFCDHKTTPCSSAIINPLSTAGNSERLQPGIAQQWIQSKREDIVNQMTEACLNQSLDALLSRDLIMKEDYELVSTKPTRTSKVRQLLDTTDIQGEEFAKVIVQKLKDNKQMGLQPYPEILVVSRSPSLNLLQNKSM
# LRH-1 inv ag: inverse agonists of human LRH-1 (NR5A2); O00482; HEK293T StAR-luciferase reporter, LRH-1 transfected, 24 h; inhibition, % at 3.6 µM; 0.13% of 360,000 active; AID 602396;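 active = inhibition above the mean inhibition of all tested compounds plus 3 SD, cut at about 73% in these data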;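 note: 0% = DMSO wells and 100% = reporter-only cells lacking LRH-1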
# Vif imaging: inhibitors of HIV Vif | HEK293T cells, Vif self-association by quenched fluorescence, imaging, 24 h | AID 602346 | 0.35% of 340,000 active | inhibition, % at 7.49 µM; in the data active = inhibition above about 50%, passing the limit was not always enough; note: some results filed as inactive read as strong as hits
# TROY signal inh: inhibitors of TROY-dependent NF-kB signaling. Q293 LMP1-TROYcd NF-kB luciferase reporter, 4 h. inhibition, % at 10 µM. AID 1347056. 0.98% of 360,000 active;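 active = compounds whose plate-normalised and pattern-corrected inhibition of the luciferase reporter signal at the single screening dose is 50% or more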
# SRC1 inh: inhibitors of human steroid receptor coactivator 1 (SRC1); Q15788; HEK293 GAL4-SRC1 luciferase reporter, luminescence; inhibition, % at 3.6 µM; 0.12% of 360,000 active; AID 588354;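 active = inhibition above the campaign mean plus 3 SD, with each screening campaign given its own cutoff, cut at about 60% in these data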;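 note: 0% = DMSO treated cells and 100% = gossypol at 36 µM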
# NCOA2 inhibitor: inhibits human steroid receptor coactivator 2. AID 651957. inhibition, % at 9 µM. 0.17% of 370,000 active. HEK293 GAL4-SRC2 luciferase reporter, luminescence;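 active = inhibition above the mean inhibition of all tested compounds plus 3 SD, set per campaign, cut at about 52% in these data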;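 note: 0% = DMSO treated cells and 100% = cells given Gossypol at 36 µM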
# NCOA3 inh: human NCOA3 inhibition. AID 588352. HEK293 GAL4-SRC3 luciferase reporter, luminescence. Q9Y6Q9. inhibition, % at 3.6 µM. 0.17% of 360,000 active;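 active = inhibition above a per-campaign cutoff, the mean of all compounds plus 3 SD, cut at about 60% in these data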;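 note: 0% = DMSO-treated cells and 100% = gossypol-treated cells at 36 µM; higher means less SRC3-driven luciferase light from the GAL4 reporter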
# TRAIL sens C8: sensitizes caspase-8 expressing cells to TRAIL | NB7+C8 cells + TRAIL, ATPlite viability luminescence | inhibition (viability loss, TRAIL sensitization), % at 10 µM | 1% of 360,000 active;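 active = compounds causing at least 50% loss of cell viability in the single-dose screen, relative to plate controls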
# * = called active by the depositor; / = not tested or not shown.
no.	SMILES	NR2F2 inh	EBV LMP1 NFkB	TLR9-MyD88 block	NOD2-RIPK2 inh	LRH-1 inv ag	Vif imaging	TROY signal inh	SRC1 inh	NCOA2 inhibitor	NCOA3 inh	TRAIL sens C8
1	O=C(Nc1nc(=S)ss1)c1c(F)cccc1F	7	1	-6	-7	-7	2	15	-8	-5	13	-1
2	Cc1cc(C)c2cc(C#N)c(NCCNC(=O)c3cccnc3)nc2c1	-6	/	/	-18	-13	/	/	/	-1	/	0
3	COC(=O)[C@]1(Cc2ccccc2)N[C@H](CN(C)C(=O)Nc2ccc(OC)cc2)[C@@H]2C(=O)N(C)C(=O)[C@@H]21	0	2	15	3	4	-1	-24	10	-16	2	-8
4	CCN1/C(=C\C(C)=O)Sc2ccc(OC)cc21	/	-10	-3	-15	-9	/	-16	-8	/	-10	14
5	CC(=O)Nc1ccccc1NC(=O)C/C(C)=N/NC(=O)C1CCCCC1	-13	1	3	-3	-11	-12	-8	-16	-27	-11	3
6	CCN1C(=O)C(CC(=O)Nc2ccc(OC)cc2)N(Cc2cccnc2)C1=S (centres undefined)	4	11	3	-5	-11	-1	4	8	12	2	2
7	COc1ccccc1OCc1nc(C#N)c(N2CCC(C(N)=O)CC2)o1	-4	1	-5	-2	-13	16	16	3	-14	5	0
8	CCOC(=O)CC(=O)CSc1nc(-c2cccnc2)cc(C)c1C#N	7	6	-10	1	7	0	-2	8	-29	10	16
9	CCN(CC)S(=O)(=O)c1cc([N+](=O)[O-])ccc1N=Nc1c(O)n(C)c2ccccc12	12	-6	-3	-15	-2	-9	10	0	-20	5	20
10	O=C(CCc1nnc(C2CCCCC2)o1)NCc1ccc(F)c(F)c1	0	4	1	-2	-3	-3	-12	-3	18	15	-7
11	COc1ccc(NS(=O)(=O)c2cccc(C(=O)NNC(=O)c3cccn3C)c2)cc1	8	8	0	7	-7	-8	2	-2	-15	-5	-10
12	CCOC(=O)C1CCN(Cc2nc3ccccc3c(=O)n2-c2ccc(F)cc2)CC1	12	2	-1	4	14	6	-3	8	5	-7	31
13	CCOC(=O)c1cccc(NC(=O)CSc2nnnn2C)c1	0	-22	1	-5	-11	2	-18	-31	2	-11	-2
14	COC(=O)c1ccc(CSc2ncnc3ccccc23)o1	-6	18	-7	-10	-2	2	10	-17	18	10	-3
15	O=C(Nc1ccc(Cl)cc1)Nc1cc([N+](=O)[O-])ccc1F	-5	6	10	8	5	-10	-2	8	5	1	1
16	COc1ccc(-c2oc3ncnc(NCCCO)c3c2-c2ccc(OC)cc2)cc1	-6	16	-14	10	3	11	19	3	-14	-21	12
17	CCNC(=O)COC(=O)COc1ccc(Cl)cc1C	11	6	4	-7	13	12	14	-3	3	9	6
18	Cc1cccc2c(C(=O)Nn3cnnc3)cc(-c3ccccc3Cl)nc12	3	1	1	-12	0	6	2	12	5	8	-9
19	O=S(=O)(Cc1ccc(Cl)cc1)N1CCN(c2ncccn2)CC1	16	6	-1	5	-10	-1	-8	-3	11	-2	5
20	Cc1noc(/C=C/c2ccco2)c1S(=O)(=O)N1CCC(C(=O)NCc2ccco2)CC1	10	0	-9	-3	18	-1	-6	6	14	8	-5
21	COc1ccc(/C=C(/NC(=O)c2ccc(OC)cc2)C(=O)NCCc2c[nH]c3ccccc23)cc1	-2	0	2	-2	13	-4	-7	1	-6	14	-4
22	COc1cccc(N/C(C)=C/C(=O)c2ccc(Br)cc2)c1	-9	-18	4	7	-3	16	-16	-26	-16	-22	2
23	COc1cc2c(c(OC)c1OC)-c1c(cc3c(c1OC)OCO3)C1OC2[C@@H](C)[C@H]1C (some centres undefined)	-2	0	0	-1	-22	-3	4	11	21	-30	1
24	COc1ccc(C(CNC(=O)c2cccc(S(=O)(=O)N3CCOCC3)c2)N2CCOCC2)cc1 (centres undefined)	4	-3	1	-4	16	2	4	-11	-9	8	-16
25	CN(Cc1ccccc1)c1cc(Cl)nc(N)n1	-2	6	-13	-9	1	13	12	3	-17	3	-8
26	O=C(Cn1cnc2c(OCc3ccccc3)ncnc21)N[C@H](CO)Cc1cc2ccccc2[nH]1	14	6	-10	-3	7	-3	3	8	7	2	-1
27	COc1cccc(C(=O)NC(=S)Nc2ccc([N+](=O)[O-])cc2C)c1	-5	-12	1	-13	23	1	-36	-8	11	2	2
28	O=C(Nc1cccc(NC(=O)C2C3CC4OC(=O)C2C4C3)c1)c1ccccc1 (centres undefined)	4	-37	2	4	10	-4	-16	3	-1	17	-2
29	Cc1ccccc1NS(=O)(=O)c1ccc(C(=O)N2CCCC(C(F)(F)F)C2)cc1 (centres undefined)	-2	-1	2	-1	-10	-1	-2	-3	-2	8	4
30	CCOC(=O)Cn1cc(C#N)c(=O)[nH]c1=O	-2	-7	3	-2	11	-2	4	-3	-4	22	-8
31	Cc1nn(Cc2ccccc2Cl)c(C)c1NC(=O)CCCn1nc(C)c([N+](=O)[O-])c1C	18	1	-4	-6	0	1	0	-2	-3	13	-9
32	COc1ccc(Cl)c2c1[nH]c1nc(SCc3ccccn3)nnc12	-44	-24	-4	2	-141	-11	-25	-116	-39	-94	-16
33	CNC(=O)COc1ccc(Cl)c2cccnc12	-6	4	-5	-12	-23	14	-9	-35	0	-5	11
34	CC1CCN(C(=O)CN2C(=O)c3cccc4cccc(c34)C2=O)CC1	11	7	8	-5	-20	-4	-22	-1	-8	6	0
35	Cc1nc(NC(=O)CSc2nc3cccnc3n2C2CCCCC2)sc1C	-7	-38	-4	-10	-9	30	4	0	2	0	-3
36	Cc1c(C(=O)NCc2cccc(Cl)c2)sc(=O)n1Cc1ccc(C(=O)N(C)C)cc1	27	/	/	-4	-21	-1	0	-6	7	4	-11
37	Cc1c(Cl)cnc(NC(=O)COC(=O)c2ccc3c(c2)OCO3)c1Cl	-1	9	10	0	-6	/	-15	-25	-7	1	4
38	COc1ccc2c(c1)c1ncn(CCN3CCNCC3)c(=O)c1n2C	3	-10	-2	-1	20	9	19	-9	-19	8	-11
39	Nc1c(C(=O)CSc2ncccn2)c(=O)[nH]c(=O)n1C1CC1	11	0	-8	-12	-26	0	20	-13	-19	-9	-4
40	CN1CCN(C(=O)C(C(=O)c2ccc(F)cc2)n2ccccc2=O)CC1 (centres undefined)	15	-1	6	2	3	5	-2	-4	4	-9	-7
41	CSc1ccc(CN(C)C(=O)CSCC(=O)Nc2ccc(C)cc2)cc1	-9	-4	-11	-2	-3	1	-22	-11	-14	6	9
42	COc1cc(NCc2ccccc2O)c2ncccc2c1	14	-13	-1	0	13	-7	6	1	-2	-19	-5
43	Cc1c(/C=N/NC(=O)CNc2ccccc2)c2ccccn2c1C(=O)c1ccc(Cl)cc1	16	22	5	-7	-14	-8	18	13	-18	24	-12
44	C=CCn1c(N2CCN(c3ccc(OC)cc3)CC2)nc2c1c(=O)n(C)c(=O)n2C	15	5	-7	-11	-14	-3	17	2	5	1	1
45	CCOc1ccc(CCNC(=O)Cc2nn[nH]n2)cc1OCC	5	-9	2	-1	2	6	-4	-10	-86	6	11
46	CCCNC(=O)C(Cc1ccccc1)NC(=O)c1ccc(-c2ccccc2)cc1 (centres undefined)	1	2	0	6	-3	-6	-17	6	-10	1	-1
47	CCCCc1ccc(NC(=O)c2ccc(NS(C)(=O)=O)cc2)cc1	-8	-39	20	-2	-3	-4	3	3	-13	14	11
48	Clc1cccc(Cl)c1OCCOCCNCc1ccccc1	3	2	-15	8	-2	5	-12	0	7	14	9
49	COC(=O)c1ccc(OCC(=O)c2ccc(O)cc2O)cc1	-23	-3	-6	-10	-26	-7	-38	-15	-41	-17	35
50	O=C(CSc1n[nH]c(-c2ccco2)n1)N1c2ccccc2Sc2ccccc21	-6	-6	1	-9	4	9	0	-2	1	14	-10
51	CN(C)C(=O)CSc1ccc(S(=O)(=O)N2CCOCC2)cn1	-23	-5	-13	2	0	-2	-1	-2	-8	2	-2
52	Cc1c(C(=O)N(CC(C)C)c2c(N)n(Cc3ccccc3)c(=O)[nH]c2=O)sc2nc3n(c(=O)c12)CCC3	6	0	0	-10	4	5	-10	-21	-38	5	-7
53	Cc1ccc(S(=O)(=O)NNC(=O)c2sc(NS(=O)(=O)c3ccccc3)nc2C)cc1	-7	-3	-1	-9	-19	-2	-20	-2	5	1	-8
54	C=CCN1C(=O)C2(OCCCO2)c2cc(CCCC)ccc21	12	0	-9	-9	11	3	11	5	-7	4	13
55	CCC(=O)N(CC)c1nc(-c2cc(OC)ccc2OC)cs1	16	12	-1	-9	16	-2	-16	-4	0	3	-3
56	O=C(COc1ccc(Cl)cc1Cl)N1CCCN(C(=O)COc2ccc(Cl)cc2Cl)CC1	5	-2	-3	4	6	-7	33	-9	-14	11	-6

# Pulled by structure from the list above:
no.	SMILES	NR2F2 inh	EBV LMP1 NFkB	TLR9-MyD88 block	NOD2-RIPK2 inh	LRH-1 inv ag	Vif imaging	TROY signal inh	SRC1 inh	NCOA2 inhibitor	NCOA3 inh	TRAIL sens C8
49	COC(=O)c1ccc(OCC(=O)c2ccc(O)cc2O)cc1	-23	-3	-6	-10	-26	-7	-38	-15	-41	-17	35
55	CCC(=O)N(CC)c1nc(-c2cc(OC)ccc2OC)cs1	16	12	-1	-9	16	-2	-16	-4	0	3	-3

# Next compounds follow.
no.	SMILES	NR2F2 inh	EBV LMP1 NFkB	TLR9-MyD88 block	NOD2-RIPK2 inh	LRH-1 inv ag	Vif imaging	TROY signal inh	SRC1 inh	NCOA2 inhibitor	NCOA3 inh	TRAIL sens C8
57	Cc1oc(-c2cc(F)ccc2F)nc1CN1CCCN(C(=O)c2ccco2)CC1	4	1	-26	0	-25	0	4	9	-1	-4	1
58	O=C(NCC1CCN(Cc2ccc(F)cc2)CC1)C1CCCN(c2ncnc3c2nc2n3CCCCC2)C1 (centres undefined)	14	10	-9	-4	23	5	23	10	-12	8	18
59	CC(=O)N1CCN2C(=O)C1CCCC(=O)c1cc(C)ccc12 (centres undefined)	1	4	-6	4	0	-2	5	-6	-33	23	-11
60	Cc1ccc(C)c(N2CCN(C(=O)CCC(=O)Nc3nnc(CC(C)C)s3)CC2)c1	11	0	-16	-17	-6	-1	6	-5	-8	1	-17
61	Cc1cccc(C)c1-n1nnnc1SCC(=O)N1CCNC1=O	14	1	4	-4	6	-1	3	-4	-1	-11	0
62	c1ccc(Nc2ccccc2Nc2ccccn2)nc1	1	3	5	1	26	9	-47	8	-10	-2	-22
63	Cc1cc(C(=O)Nc2ccccc2N2CCCCC2)no1	0	-5	2	6	15	5	-20	14	-23	15	13
64	Cc1ccc2nc(Nc3ccccc3O)nc(-c3ccccc3)c2c1	-9	1	0	-2	-3	/	-13	16	-7	15	3
65	O=C(NCCCn1ccnc1)c1cc(Cl)cc(Cl)c1	17	6	2	1	3	4	2	1	-15	3	7
66	COc1cc(OC)c(C(=O)OCC(=O)Nc2cc(C)on2)cc1OC	-1	7	2	-4	10	-4	17	-7	-13	3	-10
67	CC(=O)Nc1ccc(C(=O)COC(=O)CCN2C(=O)C3CC=CCC3C2=O)cc1 (centres undefined)	-16	7	7	4	12	0	-5	-10	0	21	2
68	O=C(Cn1c(-c2cscn2)nc2ccccc21)Nc1cc(F)ccc1F	-8	-11	0	-5	-31	-9	-34	-6	-9	-10	6

# The list is partial, so the mix of outcomes need not match the whole.
